High-throughput results as filed in PubChem.
FBA Mtb inh – inhibits M. tuberculosis FBA enzyme; P9WQA3; purified M. tuberculosis FBA, fluorescence read-out; inhibition, % at 1 µM; hit rate 2.3% among 360,000; in the data active = inhibition above about 27%;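 also: 0% = vehicle and 100% = reference inhibitor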
Target sequence (P9WQA3 whole entry, looked up): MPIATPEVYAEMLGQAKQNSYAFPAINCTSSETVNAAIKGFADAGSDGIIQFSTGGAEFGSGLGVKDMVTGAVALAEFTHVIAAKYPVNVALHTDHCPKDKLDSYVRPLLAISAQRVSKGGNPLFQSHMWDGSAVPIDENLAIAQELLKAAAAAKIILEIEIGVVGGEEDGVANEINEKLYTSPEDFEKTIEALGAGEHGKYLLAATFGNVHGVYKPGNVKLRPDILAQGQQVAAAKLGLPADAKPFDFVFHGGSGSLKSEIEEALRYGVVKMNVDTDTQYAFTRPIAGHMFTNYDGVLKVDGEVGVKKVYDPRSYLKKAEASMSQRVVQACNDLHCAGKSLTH
FadD28 binding – inhibitors of Mycobacterium tuberculosis FadD28 bisubstrate binding; FadD28 bisubstrate probe binding, fluorescence polarization; inhibition, % at 12.5 µM; hit rate 0.22% among 360,000; in the data active = inhibition above about 8.5%, passing the limit was not always enough; inconclusive = no clear call, values can overlap the other calls
UGM FP inh – blocks M. tuberculosis UGM enzyme; purified UGM, fluorescence polarization probe displacement; inhibition, % at 10 µM; hit rate 0.06% among 320,000; in the data active = inhibition above about 10%, passing the limit was not always enough; inconclusive = no clear call, values can overlap the other calls
Target sequence (P9WIQ1 whole entry, looked up): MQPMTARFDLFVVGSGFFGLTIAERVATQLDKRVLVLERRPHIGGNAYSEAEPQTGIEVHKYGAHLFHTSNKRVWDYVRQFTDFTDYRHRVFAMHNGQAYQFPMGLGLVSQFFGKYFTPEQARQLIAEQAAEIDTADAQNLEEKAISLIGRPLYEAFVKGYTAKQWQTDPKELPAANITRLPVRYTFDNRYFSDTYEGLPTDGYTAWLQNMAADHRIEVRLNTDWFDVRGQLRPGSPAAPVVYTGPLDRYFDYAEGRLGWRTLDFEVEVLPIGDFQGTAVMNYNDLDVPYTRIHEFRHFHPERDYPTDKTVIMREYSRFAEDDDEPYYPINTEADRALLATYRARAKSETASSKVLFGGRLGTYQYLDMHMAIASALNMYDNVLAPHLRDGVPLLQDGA
BoNT F protease – blocks Botulinum neurotoxin F light chain protease. Multiplex microsphere protease cleavage assay, flow cytometry. inhibition, % at 10 µM. hit rate 0.22% among 360,000; in the data active = inhibition above about 35%, passing the limit was not always enough; inconclusive = no clear call, values can overlap the other calls; also: plate controls were buffer without enzyme for full effect and enzyme alone for no effect
PrPC TRFRET – reduces human prion protein on the cell surface; inhibition, % at 13.8 µM; hit rate 0.43% among 370,000; cell surface PrPC, TR-FRET read-out; AID 720596; in the data active = inhibition above about 24%; also: 0% = median of the test wells and 100% = reference compound wells
BoNT A protease – blocks Botulinum neurotoxin A light chain protease. multiplex microsphere protease substrate cleavage, flow cytometry. inhibition, % at 10 µM. hit rate 0.17% among 360,000. AID 588499; in the data active = inhibition above about 30%; inconclusive = no clear call, values can overlap the other calls; also: plate controls were buffer without enzyme for full effect and enzyme alone for no effect
CCHF vOTU inh – blocks the CCHF virus ovarian tumor domain protease; CCHFV vOTU protease, Pep-AMC fluorescence; inhibition, % at 11.5 µM; hit rate 0.55% among 370,000; AID 651958; also: 0% = vehicle wells with enzyme and 100% = no enzyme wells
Mtb BioA inh – BioA (M. tuberculosis) enzyme inhibition | hit rate 0.096% among 360,000 | AID 602481 | inhibition, % at 9.99 µM | purified M. tuberculosis BioA enzyme, plate reader; in the data active = inhibition above about 40%; inconclusive = no clear call, values can overlap the other calls
GDH-TPI inh – counter-screen for M. tuberculosis FBA inhibitors: GDH-TPI coupled enzymes; GDH-TPI coupled enzyme counterscreen, NADH absorbance; inhibition, % at 4.8 µM; hit rate 1.2% among 360,000;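 also: 0% = DMSO wells and 100% = wells lacking the enzyme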
An asterisk follows results filed as active; ? = inconclusive; nt = not tested or not shown; & = joins results of further samples. Rule as the data show it, unless noted: active = inhibition above about 30%; inactive = the rest.

SMILES	FBA Mtb inh	FadD28 binding	UGM FP inh	BoNT F protease	PrPC TRFRET	BoNT A protease	CCHF vOTU inh	Mtb BioA inh	GDH-TPI inh
O=C(COC(=O)c1ccc2ncsc2c1)NCc1ccccc1Cl	-2.2	-2.3	-3.1	-5.8	-3.1	?	1.4	-0.6	-7.6
Cc1ccc(C(C)C)c(OCC(=O)Nc2ccc(Cl)cn2)c1	-2.1	-0.9	1.4	-6.8	7.2	-1.3	3.0	-2.9	-1.9
NC(N)=Nc1nc(-c2ccccc2)c2cc(F)ccc2n1	12.8	-3.9	1.8	3.6	-13.2	0.5	-13.6	0.2	-1.9
COC(=O)c1ccc(OC(=O)N2CCOCC2)cc1	-1.8	-0.3	1.6	?	-8.1	3.1	-3.0	-0.6	3.1
Cc1nnc(NC(=O)NCN2C(=O)C3C4C=CC(C4)C3C2=O)s1 (stereo not drawn)	4.6	1.9	0.3	-3.3	2.9	-0.3	0.7	nt	6.2
CCOc1cccc(C2C(C(=O)c3ccc(C)o3)=C(O)C(=O)N2c2nccs2)c1 (stereo not drawn)	-0.1	-3.3	16.0*	17.4	-1.5	1.4	12.2	-3.9	-1.5
O=C(c1ccc(Br)cc1)c1cc2ccc(O)cc2oc1=O	-6.2	-1.4	0.0	9.9	1.4	-2.9	0.7	2.3	0.9
CN(C)S(=O)(=O)c1ccc(N2CCN(S(=O)(=O)c3ccc(F)cc3)CC2)c(Cl)c1	-1.4	-2.6	1.5	2.0	0.0	-0.3	-0.1	-0.1	3.9
CC1CN(c2nc(-c3ccccc3)nnc2-c2ccccc2)CC(C)O1 (stereo not drawn)	0.7	1.6	1.6	nt	1.0	nt	-1.4	nt	13.4
C[C@H](CO)N1C[C@H](C)[C@@H](CN(C)C(=O)Nc2ccc3c(c2)OCO3)Oc2c(NC(=O)C3CC3)cccc2C1=O	6.3	0.7	nt	1.3	7.1	0.3	-5.8	-1.0&-0.2	0.0
Cc1ccc(CS(=O)(=O)CCC(=O)NCc2ccccc2Cl)cc1	2.0	-0.4	1.1	1.1	2.2	0.0	1.6	-1.3	6.3
O=C(NCc1cccc(C(F)(F)F)c1)C1CC(c2ccccc2F)=NO1 (stereo not drawn)	1.8	-0.3	1.1	-3.6	-5.3	0.4	1.9	-1.3	9.5
CC(C)CCNC(=O)NC(=O)CSc1ncccn1	2.0	-2.5	-0.1	-0.4	2.9	0.2	-9.9	nt	-5.1
Cc1cccc(N(Cc2ccccc2)C(=O)CN2C(=O)NC3(CCCC3)C2=O)c1	5.0	-1.1	-0.8	-8.0	-7.6	0.2	1.3	0.4	3.2
CN(C)S(=O)(=O)N1CCc2ccc(NC(=O)c3ccc(C(F)(F)F)cc3)cc2C1	0.9	-0.8	-1.1	?	8.5	-2.4	15.4	0.2	-0.7
NC(=O)C1CCN(Cc2nc(-c3ccccc3)no2)CC1	1.9	-2.6	0.9	-1.3	4.2	0.3	-1.1	-1.1	0.3
COC(=O)Cc1[nH]c(=O)[nH]c1C(=O)OC	1.7	0.4	-3.0	-12.9	5.1	-0.3	-11.5	-0.9	5.3
COc1ccc(C(C[N+](=O)[O-])c2c(-c3ccccc3)cc3ccccn23)c(OC)c1 (stereo not drawn)	-0.5	-0.9	1.5	-42.0	-4.5	0.8	5.5	-1.2	8.4
Cc1nnsc1C(=O)NC(=O)Nc1ccc(F)c(Cl)c1	2.4	-0.1	0.1	-5.1	0.1	0.7	-0.2	0.6	12.5
CCOC(=O)c1cc2oc(C(c3nnnn3C3CCCCC3)N3CCOCC3)cc2[nH]1 (stereo not drawn)	3.4	-0.3	1.8	17.0	9.0	0.7	20.7	-1.4	-4.3

Some of these compounds in order of molar mass, high to low.
SMILES	FBA Mtb inh	FadD28 binding	UGM FP inh	BoNT F protease	PrPC TRFRET	BoNT A protease	CCHF vOTU inh	Mtb BioA inh	GDH-TPI inh
Cc1cccc(N(Cc2ccccc2)C(=O)CN2C(=O)NC3(CCCC3)C2=O)c1	5.0	-1.1	-0.8	-8.0	-7.6	0.2	1.3	0.4	3.2
O=C(NCc1cccc(C(F)(F)F)c1)C1CC(c2ccccc2F)=NO1 (stereo not drawn)	1.8	-0.3	1.1	-3.6	-5.3	0.4	1.9	-1.3	9.5
CC(C)CCNC(=O)NC(=O)CSc1ncccn1	2.0	-2.5	-0.1	-0.4	2.9	0.2	-9.9	nt	-5.1

Other results:
SMILES	FBA Mtb inh	FadD28 binding	UGM FP inh	BoNT F protease	PrPC TRFRET	BoNT A protease	CCHF vOTU inh	Mtb BioA inh	GDH-TPI inh
COCC(=O)N(C)C[C@H]1Oc2cc(C#Cc3cccnc3)ccc2S(=O)(=O)N([C@H](C)CO)C[C@H]1C	-0.1	0.6	nt	-4.3	-1.2	-0.2	4.3	1.6&3.4&4.7	9.0
CSc1nccc(Oc2cccc(C#N)c2)n1	2.0	0.1	0.0	-7.0	11.3	-0.7	13.7	nt	-2.2
CSCCC(C(=O)Nc1ccc2c(c1)OCO2)N1C(=O)c2ccccc2C1=O (stereo not drawn)	-0.8	-3.8	1.7	14.3	-0.1	0.4	-4.5	nt	-0.9
Cc1ccc(C)c(NC(=O)CCn2nc(C)cc2C)c1	3.4	-0.6	-0.1	-15.5	5.9	0.1	5.3	-0.9	3.1
Cc1ccc(Cl)cc1NC(=O)NCc1cccnc1	-0.8	-2.7	2.8	-18.4	2.2	-1.2	7.0	0.5	5.7
CCN(CC)C(=O)CCS(=O)(=O)c1cccc2nonc12	1.4	0.2	0.3	2.7	-38.1	-0.7	17.1	nt	3.1
C=CCNC(=O)/C(=C/c1cn(-c2ccccc2)nc1-c1cccc([N+](=O)[O-])c1)NC(=O)c1ccccc1	0.0	1.4	4.4	-25.4	-7.3	3.3	10.3	nt	11.5
O=C(NCc1ccco1)C(c1ccccc1)N(Cc1ccccc1)C(=O)Cn1nnc2ccccc21 (stereo not drawn)	-6.7	-5.4	-0.3	3.4	-0.9	-0.2	4.5	-2.0	-8.4
CN(C)CCNC(=O)/C(=C/c1ccc(-c2ccc(Cl)cc2Cl)o1)NC(=O)c1ccccc1	-1.2	-10.7	-0.9	-1.0	-11.1	0.1	-0.4	nt	9.2
O=C1NC(N2CCOCC2)=N/C1=C/c1ccc2c(c1)OCO2	0.2	-2.3	0.4	-4.5	-14.9	0.2	-4.3	1.1	19.5
CC(C)Sc1nnc([C@@H](N)Cc2ccccc2)o1	-0.1	0.5	-0.6	-0.5	-4.9	0.4	-1.8	-2.1	-1.9
c1cc2c(cc1CNc1ccc(N3CCOCC3)cc1)OCO2	1.8	-1.3	6.2	-16.9	-14.2	-0.4	5.9	-1.3	6.3
COc1ccc(CN2CCNC(=O)C2CC(=O)NCC2CCOCC2)c(C)c1C (stereo not drawn)	1.2	0.7	-0.5	1.4	1.7	-2.1	9.1	-0.1	10.3
Cc1nc(SCc2nc3c(C)cccc3[nH]2)c2oc3ccccc3c2n1	1.1	-3.2	-1.8	-1.7	2.6	-0.4	-1.1	-1.7	4.0
O=[N+]([O-])c1cc(C=Nc2ccc3ccccc3c2)ccc1Br	9.7	-2.5	-1.7	-3.4	-2.9	-0.4	0.3	nt	-6.6
Cc1nc(-c2ccc(C(=O)Nc3ccc(F)cc3)cc2)cs1	-5.3	-1.5	1.2	-1.7	10.2	-0.1	-2.5	nt	10.4
CCn1c(SCC(=O)N(C)C)nc2cc(S(=O)(=O)N3CCOCC3)ccc21	1.7	0.9	4.3	17.4	1.3	2.2	-11.8	0.4	-0.7
COCCNc1nc(NCc2ccc(NC(C)=O)cc2)c2sccc2n1	3.8	-3.8	nt	-3.5	-2.7	-0.2	5.0	-0.5	3.5
N#C/C(=C(O)\C=C\c1ccccc1)c1nc2ccccc2[nH]1	-3.7	-1.3	1.0	?	-1.7	-0.7	-4.3	-1.7	15.7
Cc1ccc2nc(-c3ccccc3)c(Cc3ccccn3)n2c1	15.3	-0.1	nt	-0.5	-0.1	2.5	5.5	3.1	nt
CCOc1ccc(NC2=C(Cl)C(=O)N(C3CCCCC3)C2=O)cc1	-0.8	-1.1	-0.9	-10.8	8.3	1.3	-8.7	1.3	5.9
CCCCN(C)C(=S)Nc1ccc2nc(N3CCN(CC)CC3)cc(C)c2c1	14.3	-1.5	1.1	-2.2	-3.3	1.3	4.8	nt	27.9
CCCC[C@H]1COCCS(=O)(=O)N1Cc1ccc(F)cc1	1.0	-1.8	1.3	-3.8	-1.9	0.2	4.6	-10.9	14.7
O=C(CN(C(=O)CCC(=O)Nc1ccccn1)C1CCCC1)NCc1ccccc1	-3.2	-2.8	3.2	9.4	-1.7	2.6	-6.0	nt	4.5
O=C(O)c1ccc(S(=O)(=O)N2CCN(c3ccccn3)CC2)cc1	-0.4	-1.2	-3.3	1.2	4.7	1.8	-8.8	-2.5	0.0
CCOc1ccc(N2CC(C(=O)Nc3nnc(CC)s3)CC2=O)cc1 (stereo not drawn)	1.3	-2.6	2.0	-0.6	8.4	1.6	-12.4	-0.6	10.4
CC(C)(C)c1ccccc1NC(=O)c1ccc(-n2cncn2)c([N+](=O)[O-])c1	3.1	0.9	nt	nt	-20.8	nt	1.8	-3.4	6.0
CC(C)(C)c1ccc(C(=O)NNC(=O)Cc2cccc3ccccc23)cc1	-2.6	0.4	-0.2	-9.3	12.6	-0.7	-1.4	nt	5.0
Cc1cccc(-c2nc3ccccc3c(=O)n2NC(=O)/C=C/c2ccc([N+](=O)[O-])cc2)c1	0.4	-1.7	-1.8	-2.9	0.1	-0.6	2.8	nt	5.9
O=C(c1ccc2c(c1)OCO2)N(Cc1cccs1)C1(C(=O)NC2CCCCC2)CCCCC1	2.3	-2.3	1.6	28.2	-5.0	1.2	4.5	nt	-4.4
Cc1cc(C)cc(NC(=O)N2CCCC2C(=O)NCc2ccco2)c1 (stereo not drawn)	2.2	-2.9	-1.7	-6.7	-2.0	-1.0	-13.5	nt	-3.2
CC(C)Oc1ccc(C2CC(=O)N(C)C2=O)cc1 (stereo not drawn)	-0.7	-0.7	-1.4	0.8	-11.1	1.3	13.7	-0.8	6.5
CCOc1ccc(N(Cc2cc3cc(C)ccc3[nH]c2=O)C(=O)COC)cc1	0.3	1.1	-2.3	9.3	-6.6	-5.1	-7.4	-0.7	14.4
O=C(O)c1ccc(Nc2nc(-c3cc4ccccc4oc3=O)cs2)cc1O	10.8	30.2*	nt	-4.0	-4.7	-0.2	3.5	nt	17.7
O=C(CSc1nnc2c(n1)[nH]c1ccc(S(=O)(=O)N3CCOCC3)cc12)Nc1ccccc1Cl	3.5	-2.3	1.7	4.1	-1.6	-0.2	-5.3	0.3	8.2
COc1cccc(/C=N/NC(=O)CNC(=O)CCc2ccccc2)c1O	1.2	-2.8	2.6	-2.1	-0.9	-0.1	7.8	nt	4.2
CCOc1ccc(NC(=O)CN2CCC(n3cnc4cc(F)ccc43)CC2)cc1	-1.0	-1.4	2.2	1.8	-6.4	0.3	-3.3	nt	-0.6
O=S(=O)(Nc1ccccn1)c1ccc(C(F)(F)F)cc1Cl	0.9	-3.4	-2.1	-4.3	-0.6	0.0	3.7	0.2	11.8
Cc1ccc(CNC(=O)Cc2nc3nc(C)cc(C)n3n2)cc1	4.8	-0.6	-0.8	-0.4	-0.1	0.1	-22.7	-1.1	7.5
CSCCC(C(=O)N(C)CC(=O)Nc1cccc(F)c1)N1C(=O)c2ccccc2C1=O (stereo not drawn)	3.4	-1.7	-1.5	-4.2	-1.9	-0.3	0.5	0.6	3.5
COc1cc(NC(=O)COC(=O)c2cc(S(=O)(=O)N3CCOCC3)ccc2F)cc(OC)c1	-1.7	-7.1	0.4	-1.2	-4.7	-0.1	-9.1	-1.6	2.2
Nc1nc(-c2cccnc2)nc(N2CCCCC2)n1	-1.4	-3.3	1.1	0.9	-1.8	0.0	14.8	-0.6	3.4
Cc1ccc(SCC(=O)Nc2cccc(S(=O)(=O)N3CCOCC3)c2)cc1C	-1.2	-0.5	-0.1	-4.4	0.2	0.7	-3.7	-0.4	1.9
Cc1cc(C)c2oc(C(=O)Nc3ccc(S(=O)(=O)N4CCC(C)CC4)cc3)cc(=O)c2c1	-0.1	-0.4	0.0	0.2	1.3	0.2	-2.0	nt	6.4
